Screening data as filed in PubChem BioAssay.
XiGFP reactiv: activators of X-chromosome reactivation in mouse fibroblasts; activation, % at 7.58 µM; AID 743238; hit rate 0.055% among 360,000; XiGFP mouse fibroblasts, % GFP-positive cells imaging, 3 d; cells co-treated with 5-aza-dC sensitizer; scaled so ellipticine positive control = 100%;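 active = mean normalized replicate activation at least 10% and every replicate at or above 10%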;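 note: 0% = median of on-plate neutral control wells and 100% = ellipticine 6 µM median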
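Material: XiGFP fibroblasts, SV40-immortalized; Buffer or medium: DMEM containing 5-aza-dC; Compound dosing: single point; Times: 3 days compound exposure.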
ERAP1 HTS inh: blocks human ERAP1 aminopeptidase activity | Q9NZ08 | hit rate 0.15% among 340,000 | recombinant ERAP1, Leu-AMC fluorescence, 60 min | inhibition, % at 10.7 µM | AID 652197;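 active = mean replicate inhibition of at least 30%, or all replicates individually reaching that 30% level; inactive = mean below 30% and not every replicate reaching it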;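 note: 0% = neutral control wells and 100% = L-leucinethiol positive control wells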
LGR2 inh: inhibitors of bursicon-induced Drosophila LGR2 receptor cAMP signaling; HEK293 LGR2, CRE-luciferase, bursicon-stimulated, 4 h; inhibition, % at 9.99 µM; hit rate 0.35% among 380,000; AID 720647;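 active = drop in luminescence signal, shown as inhibition above about 50% in the replicate tests, limit read from the data, passing the limit was not always enough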;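 note: agonist challenge used bursicon conditioned medium at about half maximal strength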
Cneo AK release: Cryptococcus neoformans lysis via adenylate kinase release. hit rate 0.2% among 360,000. lysis activity, % at 15 µM. AID 651654. C. neoformans lysis, adenylate kinase release luminescence, 4 h; normalised: neutral wells 0, clomiphene wells 100;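 active = mean lysis activity across replicates of at least 80%, whatever share of replicates individually reach that level; inactive = mean lysis activity below 80%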
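Material – Cryptococcus neoformans yeast cells · Quantity – 5 × 10^6 yeast cells/mL · Buffer or medium – YPD medium · Compound – single dose · Timing – 4 h static compound exposure, 37 °C, read 1 h post-reagent · Signal – adenylate kinase release luminescence · Read-out basis – lysis from increased AK signal · Benchmarks – Clomiphene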
PGC1a acetyl inh: modulators of PGC1a acetylation. U2OS PGC1a acetylation, AlphaScreen anti-acetyl-lysine; with virally co-expressed GCN5 acetyltransferase. inhibition, % at 15.6 µM. hit rate 0.17% among 350,000;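 active = every replicate shows inhibition of at least 40%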;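 note: 0% = neutral control wells and 100% = positive control wells; some results beyond the cut were filed as inactive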
S100A4 inh HTS: S100A4-myosin IIA interaction inhibition | P26447 | S100A4/TAMRA-MyoIIA peptide fluorescence polarization | inhibition, % at 10.7 µM | hit rate 0.14% among 360,000 | AID 652163;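 active = mean inhibition of at least 70% across replicates, with every replicate also reaching that level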
Target sequence (P26447 whole entry, looked up): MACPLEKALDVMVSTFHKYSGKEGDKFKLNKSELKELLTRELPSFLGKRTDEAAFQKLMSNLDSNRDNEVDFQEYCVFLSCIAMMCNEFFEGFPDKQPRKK
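System – human S100A4 monomer protein, biochemical binding assay · Buffer or medium – Calcium-containing HEPES buffer, pH 7.2 · Timing – 5 min between mix addition and reading · Also added – TAMRA-labelled myosin IIA heavy-chain peptide probe, 5 nM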
SIRT5 block: inhibitors of human sirtuin-5 desuccinylase. inhibition, % at 15 µM. hit rate 1.1% among 330,000. Purified SirT5, succinyl-peptide AMC, trypsin-coupled fluorescence. Q9NXA8. AID 652115; in the data active = inhibition above about 15%
Target sequence (Q9NXA8 whole entry, looked up): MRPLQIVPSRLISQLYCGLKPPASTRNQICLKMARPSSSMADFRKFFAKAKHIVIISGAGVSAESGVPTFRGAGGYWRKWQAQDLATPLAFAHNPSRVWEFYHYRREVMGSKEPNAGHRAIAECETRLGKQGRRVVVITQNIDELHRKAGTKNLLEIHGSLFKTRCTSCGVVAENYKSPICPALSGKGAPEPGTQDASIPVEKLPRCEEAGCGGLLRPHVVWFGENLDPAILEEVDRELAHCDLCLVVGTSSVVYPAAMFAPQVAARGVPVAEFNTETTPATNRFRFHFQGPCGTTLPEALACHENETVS
C2C12 statin: protects C2C12 myotubes from simvastatin toxicity; ATP luminescence, 48 h; scaled: DMSO 0, geranylgeraniol control 100; rescue of ATP level, % at 7.49 µM; hit rate 0.78% among 330,000; AID 602340;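 active = mean ATP rescue above about 67%, or every replicate alone reaching that limit, limit read from the data, passing the limit was not always enough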;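 note: myotubes were challenged with 10 µM simvastatin during compound exposure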
* = called active by the depositor; / = not tested or not shown; & = joins results of further samples.

The opening 15 compounds, ahead of the listing:
SMILES	XiGFP reactiv	ERAP1 HTS inh	LGR2 inh	Cneo AK release	PGC1a acetyl inh	S100A4 inh HTS	SIRT5 block	C2C12 statin
C[C@H]1CN([C@@H](C)CO)S(=O)(=O)c2ccc(-c3cncnc3)cc2O[C@@H]1CN(C)C(=O)c1cccc(F)c1	1.2	5	2	45	-7	-2	3	-13
Cc1ccc(S(=O)(=O)N2CCC(C(=O)Nc3ccccc3N3CCCC3)CC2)cc1	0.0	-6	-13	5	/	-1	1	/
Cc1ccc(OCC(=O)Nc2ccc(S(=O)(=O)Nc3cc(C)nc(C)n3)cc2)c(C)c1	0.1	9	-4	/	/	1	-1	/
COc1ccc(-c2cc(C(=O)Nc3cccnc3)c3ccccc3n2)cc1OC	0.0	8	3	0	-6	0	0	-2
COc1ccc(CCn2c(=N)c(C(=O)NCc3ccco3)cc3c(=O)n4cccc(C)c4nc32)cc1	/	/	9	2	2	/	/	-12
N/C(CSc1ncccc1C(F)(F)F)=N\O	0.0	3	-5	/	/	0	1	/
CC(C)C(=O)Nc1c(-c2ccc(Cl)cc2)c(=O)c2ccccc2n1C	-0.1	2	8	2	/	-3	-2	3
CCN(Cc1nc2cc(Cl)ccc2c(=O)[nH]1)C(=O)c1ccc(C)c(NC(=O)c2ccco2)c1	0.3	2	-18	2	-2	-2	0	10
O=C(C[C@H]1C=C[C@@H](NC(=O)CC2CC2)[C@H](CO)O1)NCc1ccc(Cl)cc1	-0.1	1	-5	0	2	-2	-1	2
Cn1cnc(S(=O)(=O)N2[C@@H]3CNC[C@H]2C3c2ccc(-c3ccncc3)cc2)c1 (some centres undefined)	0.0&0.0	3&3	9&-11	/	11&1	-4&-13	0&0	/
O=C(Cn1nc(C(=O)O)c2ccccc2c1=O)Nc1cc(S(=O)(=O)N2CCCCC2)ccc1Cl	0.1	-5	8	-2	/	4	-7	-6
O=C(O)c1ccc(N/N=C/c2ccc(C(F)(F)F)cc2)cc1	0.0	-43	93*	-4	-1	5	2	-13
COC(=O)c1ccc(NC(=O)COC(=O)c2cccc3c(=O)c(C)c(-c4ccccc4)oc23)cc1	0.1	4	-4	/	/	3	-3	/
Cc1cc(=O)n(C)c2ccccc12	0.3	-1	-22	/	/	1	-1	/
COc1ccc(NC(=O)/C(C#N)=C/c2ccc(-c3ccccc3C(=O)O)o2)cc1	0.1	7	-18	3	/	-5	6	6

Main list, from the first entry:
SMILES	XiGFP reactiv	ERAP1 HTS inh	LGR2 inh	Cneo AK release	PGC1a acetyl inh	S100A4 inh HTS	SIRT5 block	C2C12 statin
C[C@H]1CN([C@@H](C)CO)S(=O)(=O)c2ccc(-c3cncnc3)cc2O[C@@H]1CN(C)C(=O)c1cccc(F)c1	1.2	5	2	45	-7	-2	3	-13
Cc1ccc(S(=O)(=O)N2CCC(C(=O)Nc3ccccc3N3CCCC3)CC2)cc1	0.0	-6	-13	5	/	-1	1	/
Cc1ccc(OCC(=O)Nc2ccc(S(=O)(=O)Nc3cc(C)nc(C)n3)cc2)c(C)c1	0.1	9	-4	/	/	1	-1	/
COc1ccc(-c2cc(C(=O)Nc3cccnc3)c3ccccc3n2)cc1OC	0.0	8	3	0	-6	0	0	-2
COc1ccc(CCn2c(=N)c(C(=O)NCc3ccco3)cc3c(=O)n4cccc(C)c4nc32)cc1	/	/	9	2	2	/	/	-12
N/C(CSc1ncccc1C(F)(F)F)=N\O	0.0	3	-5	/	/	0	1	/
CC(C)C(=O)Nc1c(-c2ccc(Cl)cc2)c(=O)c2ccccc2n1C	-0.1	2	8	2	/	-3	-2	3
CCN(Cc1nc2cc(Cl)ccc2c(=O)[nH]1)C(=O)c1ccc(C)c(NC(=O)c2ccco2)c1	0.3	2	-18	2	-2	-2	0	10
O=C(C[C@H]1C=C[C@@H](NC(=O)CC2CC2)[C@H](CO)O1)NCc1ccc(Cl)cc1	-0.1	1	-5	0	2	-2	-1	2
Cn1cnc(S(=O)(=O)N2[C@@H]3CNC[C@H]2C3c2ccc(-c3ccncc3)cc2)c1 (some centres undefined)	0.0&0.0	3&3	9&-11	/	11&1	-4&-13	0&0	/
O=C(Cn1nc(C(=O)O)c2ccccc2c1=O)Nc1cc(S(=O)(=O)N2CCCCC2)ccc1Cl	0.1	-5	8	-2	/	4	-7	-6
O=C(O)c1ccc(N/N=C/c2ccc(C(F)(F)F)cc2)cc1	0.0	-43	93*	-4	-1	5	2	-13
COC(=O)c1ccc(NC(=O)COC(=O)c2cccc3c(=O)c(C)c(-c4ccccc4)oc23)cc1	0.1	4	-4	/	/	3	-3	/
Cc1cc(=O)n(C)c2ccccc12	0.3	-1	-22	/	/	1	-1	/
COc1ccc(NC(=O)/C(C#N)=C/c2ccc(-c3ccccc3C(=O)O)o2)cc1	0.1	7	-18	3	/	-5	6	6
CN(C)S(=O)(=O)c1ccc(NC(=O)CSc2nnc(-c3ccco3)o2)cc1	-0.1	1	12	0	/	2	-2	5
N#Cc1cccc(-c2ccc3c(c2)[C@@H]2[C@@H](CCN2C(=O)c2ccc4c(c2)OCO4)[C@@H](CO)N3)c1	-0.1	-3	-3	-3	10	8	4	-32
CCc1ccc(NC(=O)CCc2ccc(CC)o2)cc1	0.0	-1	-17	-1	25	-9	-1	-26
O=C(NCCCO)c1cc2c([nH]c3ccccc32)c(-c2ccccc2)n1	-0.1	3	-5	-3	-40	0	0	-3
CC(=O)Oc1ccc([N+](=O)[O-])cc1N1C(=O)c2ccccc2C1=O	0.0	-1	-10	-1	2	3	/	-10
CCC(=O)N1CCCCN2[C@H](CO)[C@@H](c3ccc(C#Cc4ccccc4F)cc3)[C@H]2C1	0.0	11	15	1	3	1	-2	7
CC(O)(Cc1ccccn1)Cc1ccccn1	0.1	1	19	-17	-4	-6	-2	0
Cc1oc2ccc(O)cc2c1C(=O)c1ccc([N+](=O)[O-])cc1	0.1	-1	-8	5	/	8	-2	/
CCOC(=O)c1c(NC(=O)COC(=O)c2ccc(Cl)nc2)sc(C)c1C	0.3	3	-4	1	0	0	/	5
CCCCN1C[C@H](c2ccccc2)[C@@H](CC(=O)NC)C1=O	0.1	3	-5	-2	2	-10	/	-3
O=C1C(Cc2ccc3[nH]ccc3c2)NC(=S)N1c1ccccc1 (centres undefined)	0.1	3	/	/	3	-3	-6	/
O=C(O)c1cc(N/N=C/C(Cl)=C/c2ccccc2)ccc1Cl	0.0	-4	73*	1	/	-14	-2	5
C=CCOC(=O)C(=O)/C=C/c1ccc(F)cc1	/	1	/	-8	3	-4	-3	/
O=C(O)CC(c1ccc(OC2CCCC2)cc1)N1C(=O)c2ccccc2C1=O (centres undefined)	0.3	-1	-1	10	-6	-2	-7	17
COc1ccc(S(=O)(=O)N(C)C[C@H]2Oc3ccc(NC(=O)Cn4cnnn4)cc3C(=O)N([C@H](C)CO)C[C@H]2C)cc1	-0.6	-3	-12	2	-3	1	6	/

Limited to LGR2 inh, ERAP1 HTS inh and SIRT5 block, for two of the compounds above:
Structure	LGR2 inh	ERAP1 HTS inh	SIRT5 block
O=C(NCCCO)c1cc2c([nH]c3ccccc32)c(-c2ccccc2)n1	-5	3	0
CC(=O)Oc1ccc([N+](=O)[O-])cc1N1C(=O)c2ccccc2C1=O	-10	-1	/

Additional entries follow:
SMILES	XiGFP reactiv	ERAP1 HTS inh	LGR2 inh	Cneo AK release	PGC1a acetyl inh	S100A4 inh HTS	SIRT5 block	C2C12 statin
COc1ccc(OC)c(C(=O)NC(CC(N)=O)c2ccc(NCC3CC3)c([N+](=O)[O-])c2)c1 (centres undefined)	0.2	1	-16	1	9	-1	2	9
O=C(Cn1cc2c(n1)CCCC2)NCCc1ccccc1	0.3	/	-12	-2	/	-1	/	0
COCCCNC(=S)N1CCC(C(=O)c2ccc(Cl)cc2)CC1	0.1	2	-4	2	/	-1	0	-6
CO[C@@H]1CN(C)C(=O)c2ccc(NS(=O)(=O)c3cn(C)cn3)cc2OC[C@@H](C)N(CC2CC2)C[C@@H]1C	0.3	-1	4	-13	2	-10	-2	8
CCN1CCN(c2ccc(NC(=O)c3ccc(F)cc3)cc2Cl)CC1	0.0	-2	11	/	/	-1	2	/
CCN(CC)S(=O)(=O)c1ccc(/C=C/C(=O)OCC(=O)Nc2cccnc2Cl)cc1	0.0	2	10	0	/	2	-2	-1
COCC(=O)N1C[C@@H](C)[C@@H](OC)CN(C)C(=O)c2cc(NC(=O)Nc3ccccc3)ccc2OC[C@@H]1C	-0.1	-1	-18	4	-1	0	1	2
C=CCn1c(-c2cnn(-c3ccccc3)c2N)n[nH]c1=S	0.1	/	-8	-2	4	0	-4	8
COc1cc(-c2nc3cnccc3n2C)cc(OC)c1OC	/	/	11	1	8	/	/	-9
Nc1nc(SCc2ccccc2)[nH]c(=O)c1-c1ccccc1	/	-1	-38	0	5	-1	-3	2
O=C(C[C@H]1CC[C@H]2[C@@H](COC[C@@H](O)CN2C(=O)c2cccnc2)O1)NCc1ccc(Cl)cc1	0.2	-4	0	-4	-6	-27	4	-5
Cc1nn(-c2ccccc2)c(Cl)c1/C=N/Nc1nc2ccccc2[nH]1	0.7	7	-29	/	/	-3	-2	/
CC(=O)N1CCN(C(c2ccccc2)c2nnnn2C(C)(C)C)CC1 (centres undefined)	0.0	1	2	/	/	-19	-3	/
CC1=CC2=NC(=O)/C(=C\c3cccn3CCOc3cc(C)cc(C)c3)C(=N)N2O1	0.0	0	16	2	/	-2	9	/
CCN(CC)S(=O)(=O)c1cccc(NC(=O)COc2ncnc3sccc23)c1	1.7	-2	19	/	/	-3	0	/
CN1C[C@@H]2[C@@H]3C(=O)N(C)C(=O)[C@@H]3[C@](C)(C1=O)N2C(=O)c1ccc(Cl)cc1	0.3	/	11	0	-3	/	/	2
CN(C)c1ccc2c(c1)[C@@H]1C[C@@H](CC(=O)NCc3ccc(Cl)cc3)O[C@H](CO)[C@@H]1O2	0.2	-6	15	1	-3	3	-1	6
COCCNC(=O)C[C@H]1C[C@H]2c3cc(NC(=O)CC4CC4)ccc3O[C@H]2[C@H](CO)O1	0.3	-1	-4	1	3	2	4	-2
COc1ccccc1CN1C[C@@H]2C[C@@H](c3cccc(O)c3)N3CCC[C@@]23C1=O	0.0	1	30	/	/	-8	2	/
O=C(CCS(=O)(=O)c1ccccc1)N1CCN(c2cccc(C(F)(F)F)c2)CC1	0.1	-7	-1	0	3	5	-4	7
CCn1c(Cc2ccccc2)nnc1SCC(=O)NC(C)(C)C	/	2	-11	/	-1	2	-5	/
CN(C)CCCNC(=O)C[C@H]1CC[C@H](NS(=O)(=O)c2ccc(F)cc2)[C@H](CO)O1	0.0	1	11	-8	-6	4	0	-7
Nc1nnc(SCCCOc2ccc(F)cc2)s1	-0.1	2	-16	0	-2	-4	-2	3
O=C(CCN1C(=O)/C(=C\c2cccc(Br)c2)SC1=S)NCCCN1CCOCC1	0.1	3	5	0	-5	-16	-2	-6
C[C@H]1CN([C@@H](C)CO)C(=O)c2cc(-c3ccccc3)cnc2O[C@H]1CN(C)C(=O)Nc1ccc2c(c1)OCO2	-0.2	-2	-6	-4	-7	4	2	-6

Not all compounds are listed; rates above refer to the full screens.
